# Screens from PubChem.
# ADAM10 inh – inhibitors of human ADAM10 | O14672 | recombinant ADAM10, EDANS/DABCYL FRET peptide cleavage, 3 h | inhibition, % at 7 µM | hit rate 0.62% among 370,000 | AID 720582;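 active = inhibition above a per-campaign cutoff equal to the mean of compounds falling between control-based bounds plus 3 SD, cut at about 20% in these data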;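 note: 0% = DMSO wells while the 100% control is not disclosed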
# hgDAF-12 ag – activates the H. glycines DAF-12 receptor ligand-binding domain. activation, % at 6.8 µM. HEK293 GAL4-hgDAF12 UAS-luciferase reporter, agonist luminescence; normalized to butyrate control. hit rate 1.8% among 370,000;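 active = activation above a cutoff set at the mean of all screened compounds plus 3 SD, cut at about 10% in these data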;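 note: 0% = DMSO wells and 100% = sodium butyrate wells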
# SMARCA2 act – increases SMARCA2 function in MMTV reporter cells; activation, % at 9.1 µM; hit rate 1% among 370,000; MG213 cells, MMTV-luciferase reporter, dexamethasone, overnight; AID 652017; in the data active = activation above about 7.8%;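 note: 0% = vehicle wells and 100% = reference activator wells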
# DAX1 inh-1 – DAX1 (NR0B1) inhibition, primary screen; AID 652010; hit rate 1.1% among 370,000; HEK293T StAR-luciferase reporter, SF-1/DAX-1 repression relief; inhibition, % at 6.8 µM;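 active = inhibition above the mean over all tested compounds plus 3 SD, cut at about 3.6% in these data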;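 note: 0% = DAX-1 cells with DMSO and 100% = cells lacking DAX-1 with DMSO; higher inhibition means more luminescence from relief of DAX-1 repression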
# hcDAF12 agonist – activators of H. contortus DAF-12 nuclear receptor; hit rate 1.4% among 370,000; HEK293 hcDAF-12 lit1-tk-luc reporter, luminescence; 0% DMSO, 100% Δ7-dafachronic acid; activation, % at 6.8 µM;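 active = activation above the mean of all tested compounds plus 3 SD, cut at about 5.5% in these data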;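 note: 100% = response to 3 µM Δ7-dafachronic acid high control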
# GAA850 FXN act – frataxin GAA850 promoter activation. HEK293 lucGAA850 FXN promoter luciferase reporter, 24 h; percent of 10 µM SAHA response. activation, % at 6 µM. hit rate 0.56% among 360,000;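 active = activation above the average of all compounds screened plus 3 SD, cutoff fixed separately per campaign, cut at about 7.5% in these data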;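 note: 0% = DMSO wells and 100% = 10 µM SAHA wells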
# ssDAF-12 act – activators of S. stercoralis DAF-12 nuclear receptor | HEK293 ssDAF-12/GRIP1 lit1-tk-luc reporter, luminescence; % of 3 µM dafachronic acid response | activation, % at 6.8 µM | hit rate 1% among 370,000 | AID 652126;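 active = activation above the mean over all tested compounds plus 3 SD, cut at about 0.9% in these data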;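 note: 0% = DMSO-only wells and 100% = 3 µM delta7-dafachronic acid wells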
# DAX1 inh-2 – NR0B1 (DAX1) inhibition | HEK293 Gal4-DAX1 luciferase reporter, luminescence | inhibition, % at 6.75 µM | hit rate 0.99% among 340,000 | AID 504766;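 active = inhibition above the mean over all tested compounds plus 3 SD, cut at about 4.2% in these data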;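 note: 0% = DAX1-transfected cells with DMSO and 100% = empty-vector control cells with DMSO; inhibition shows as a rise in luminescence from relieved DAX1 repression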
# Target sequence (P51843 207-470 limits assumed): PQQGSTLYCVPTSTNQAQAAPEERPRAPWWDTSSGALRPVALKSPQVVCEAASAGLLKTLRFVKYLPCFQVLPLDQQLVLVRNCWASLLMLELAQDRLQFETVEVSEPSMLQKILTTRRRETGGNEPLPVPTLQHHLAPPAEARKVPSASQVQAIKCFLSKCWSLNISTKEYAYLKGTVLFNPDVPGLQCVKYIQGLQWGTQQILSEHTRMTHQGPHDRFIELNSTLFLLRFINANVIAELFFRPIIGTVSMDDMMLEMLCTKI
# PG9 binder – PG9 antibody binding by small molecule; hit rate 0.43% among 360,000; inhibition, % at 6.7 µM; TR-FRET gp120-PG9 antibody binding; in the data active = inhibition above about 8.5%
# GC-A act – GC-A (human) enzyme activation; HEK293 GC-A cells, cGMP TR-FRET, EC30 ANP; 0% at EC30 ANP, 100% saturating ANP; P16066; activation, % at 10 µM; hit rate 0.14% among 370,000; in the data active = activation above about 40%
# ADAM17 inh – inhibitors of human ADAM17; P78536; recombinant ADAM17, EDANS/DABCYL FRET peptide cleavage; inhibition, % at 6.95 µM; hit rate 0.83% among 370,000; AID 720648;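 active = inhibition above the mean of compounds lying between control limits plus 3 SD, set per campaign, cut at about 8.5% in these data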;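 note: 0% = DMSO-only wells as the low control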
# Target sequence (P78536 215-824 limits assumed): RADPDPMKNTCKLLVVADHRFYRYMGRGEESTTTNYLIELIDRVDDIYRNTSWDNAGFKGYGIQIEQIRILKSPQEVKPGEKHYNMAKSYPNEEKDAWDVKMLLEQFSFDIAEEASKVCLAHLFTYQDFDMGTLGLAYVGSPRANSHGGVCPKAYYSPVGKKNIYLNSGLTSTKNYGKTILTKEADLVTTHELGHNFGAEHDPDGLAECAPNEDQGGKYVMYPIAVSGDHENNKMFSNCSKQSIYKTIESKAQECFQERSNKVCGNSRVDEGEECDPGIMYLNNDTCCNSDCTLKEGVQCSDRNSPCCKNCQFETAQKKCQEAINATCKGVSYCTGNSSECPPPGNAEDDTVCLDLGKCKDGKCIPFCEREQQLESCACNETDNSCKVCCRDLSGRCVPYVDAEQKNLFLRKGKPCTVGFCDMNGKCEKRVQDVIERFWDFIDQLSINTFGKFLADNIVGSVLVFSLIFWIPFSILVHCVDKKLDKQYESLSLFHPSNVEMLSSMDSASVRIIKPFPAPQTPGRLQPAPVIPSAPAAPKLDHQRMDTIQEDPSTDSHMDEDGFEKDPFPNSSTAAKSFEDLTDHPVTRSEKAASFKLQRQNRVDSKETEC
# An asterisk follows results filed as active; . = no result given.
SMILES,ADAM10 inh,hgDAF-12 ag,SMARCA2 act,DAX1 inh-1,hcDAF12 agonist,GAA850 FXN act,ssDAF-12 act,DAX1 inh-2,PG9 binder,GC-A act,ADAM17 inh
O=C(O)Cc1ccc(NS(=O)(=O)c2ccc3c(c2)OCCO3)cc1,3,-1.0,-3,0.3,0.1,1.3,-2.1,1.2,-0.1,5,3
O=C1c2ccccc2C(=O)N1S(=O)(=O)c1ccccc1,-4,2.7,0,1.7,2.5,0.4,-0.2,0.3,-0.8,3,-1
O=C(/C=C/c1ccc([N+](=O)[O-])cc1)OCC(=O)N1CCCCCC1,2,-1.1,3,0.5,-0.6,-1.1,-1.3,-0.8,-2.6,2,1
COC(=O)c1sccc1NC(=S)N1CCCCC1C (stereo not given),-4,2.6,-7,0.4,1.8,-1.0,0.0,0.4,-1.8,-1,-6
Cc1cccc(N(CC(=O)NCc2ccco2)S(=O)(=O)c2ccccc2)c1,-9,2.8,-3,0.1,-0.1,0.1,-0.5,1.3,0.6,-5,-3
COP(=O)(O)C[C@@H]1CCc2cc(C)cc([C@H](CC(C)C)NC(=O)OCc3ccccc3)c2O1,-75,-0.9,-2,-0.6,4.6,.,-0.9,.,.,4,-25
COC(=O)[C@@]1(Cc2ccc(F)cc2)[C@H]2c3cc(C(=O)N(C)C)n(CCc4c[nH]c5ccc(O)cc45)c3C[C@H]2CN1C(=O)c1ccccc1,5,-3.0,-1,0.0,0.0,.,-1.2,.,-0.4,-20,0
CC(C)(C)c1ccc(C(=O)NCC(=O)OCCN2C(=O)c3ccccc3C2=O)cc1,-1,-0.1,0,0.1,-0.2,0.9,-0.8,-0.4,-0.9,1,0
Cc1ccc2cc(CN(C(=O)c3ccco3)c3cccc(C)c3C)c(=O)[nH]c2c1,-3,-0.7,-3,-0.6,-1.4,-1.8,-1.2,0.2,0.7,-2,-8
Cc1ccc([C@@H]2CC(=O)[C@@H]3CN(S(=O)(=O)c4ccc(C)cc4)[C@H](c4cccc5ccccc45)C[C@@H]3N2S(=O)(=O)c2ccc(Cl)cc2)cc1,-6,-2.2,0,-0.8,0.1,-1.1,-0.5,0.7,-2.9,1,-2
CCNc1nc(NCC)nc(N/N=C/c2ccc(O)c(O)c2)n1,-17,0.9,2,-0.2,-0.4,0.4,-1.2,0.5,-1.7,-2,-4
CCNC(=S)N(CCN(C)C)Cc1cc2cc(OCC)ccc2[nH]c1=O,-314,-2.5,-4,1.0,-1.9,1.4,-0.8,-0.8,-1.2,0,-107
Cc1sc2ncnc(N3CCC(C(=O)Nc4ccc(C#N)cc4)CC3)c2c1C,-18,1.3,-2,1.0,-1.8,1.2,-1.4,0.4,15*,8,-4
Cn1c(N)c(C(=O)COC(=O)CNC(=O)c2ccccc2)c(=O)n(C)c1=O,-2,1.0,4,0.5,-0.2,-0.7,-0.9,-0.1,-1.0,0,-2
CC12CN3CC(C)(CN(C1)C3c1ccc(Cl)cc1Cl)C2=O (stereo not given),-4,1.5,-1,-0.2,-1.9,0.4,-1.3,-3.8,-0.2,0,-1
Cc1ccc(S(=O)(=O)N2CCOCC2)cc1NC(=O)COC(=O)c1ccc2c(c1)OCO2,1,-4.1,-1,-0.1,0.8,1.3,-0.3,-0.4,-0.7,-3,0
CCOC(=O)C1CCCN(C2=NC(=O)/C(=C/c3ccc(O)c(OCC)c3)S2)C1 (stereo not given),-10,1.1,2,-0.3,-1.7,-1.8,-1.1,-2.1,-8.9,2,-7
CCOC(=O)c1c(C)[nH]c(C(=O)COC(=O)/C=C/c2ccc(OCC#N)c(OC)c2)c1C,5,-0.8,2,-1.6,0.3,3.1,-1.5,-0.6,-3.6,3,1
CCOc1ccc(N=C(NC#N)SC)cc1,-6,1.2,-2,-0.1,-1.7,-1.2,-0.9,0.5,0.2,-2,-5
O=C1CC2(CCN(C(=O)c3c(F)cccc3F)CC2)Oc2ccccc21,-142,-2.0,-3,-2.1,-0.2,-1.7,-1.4,-0.6,-1.2,-1,-28
CC(=O)Nc1ccc(S(=O)(=O)Nc2nccc(/C=C/c3ccccc3F)n2)cc1,-4,-2.4,-2,-0.1,-1.7,5.8,-0.2,1.6,-1.8,5,0
O=C(COC(=O)C1(c2ccccc2F)CCCC1)NCc1cccs1,14,-2.8,-2,-0.4,-2.3,2.6,-1.8,1.2,-1.1,-3,3
NC(=O)C1CCN(c2nc(-c3cc4ccccc4o3)cs2)CC1,1,0.9,2,-0.1,0.5,2.2,-0.4,-0.7,-0.7,1,-4
COc1ccc(Cc2nnc(N/N=C(\C)c3ccccc3)[nH]c2=O)cc1OC,-1,2.8,-4,-0.2,-1.5,-1.3,-1.9,0.4,0.7,-1,-4
Cc1ccccc1NC(=O)C(=O)NCC1CCCN1S(=O)(=O)c1cccs1 (stereo not given),-8,0.2,0,-1.0,-0.5,0.6,-1.0,0.1,0.3,4,-4
COc1ccc(-c2csc(NCCc3nc4cc(C(=O)NCCCO)ccc4n3Cc3ccc(C)cc3)n2)cc1,-5,-1.9,-2,0.6,-1.2,1.6,-1.3,-1.7,0.2,3,-4
CCOC(=O)c1c(NC(=O)COC)sc(C)c1C,-14,-1.6,-4,-0.4,-1.8,0.4,-1.3,-0.1,0.5,-1,-5
NC(=O)C1CCN(c2oc(/C=C/c3ccc(F)cc3)nc2S(=O)(=O)c2ccccc2)CC1,-1,-1.9,-3,-0.6,0.9,1.8,-1.1,0.0,-1.7,2,-6
O=C(c1ccc([N+](=O)[O-])cc1)N1CCN(c2cccc3[nH]ccc23)CC1,4,-2.0,-1,0.0,-2.2,0.9,-0.9,1.0,-0.9,-3,-2
CCCCc1nnc(NC(=O)c2ccc3c(=O)n4c(nc3c2)CCC4)s1,-4,2.3,-2,0.3,-1.6,1.1,-0.7,-0.1,-0.7,-1,-4
COc1cc(/C=N/NC(=O)c2ccoc2C)ccc1O,-6,10*,2,0.9,2.3,3.1,0.2,2.6,-1.0,1,-5
Cc1cc(C)n2c(NCc3ccccc3)c(CCc3ccccc3)nc2n1,-11,3.1,-5,1.5,2.8,.,-0.8,.,0.2,-2,-2
COc1ccc(OC)c(C2=NOC(C(=O)NCc3ccccn3)C2)c1 (stereo not given),-17,-1.5,-1,-0.4,-0.4,-3.1,-2.0,-0.5,-0.6,1,-4
CCCc1cc(C(=O)NNC(=S)NC2CCCCC2)cs1,-2,1.9,-1,0.1,2.4,3.3,-0.7,0.4,0.2,2,-8
O=C(CSc1nnc2ccccn12)NCc1cccs1,-1,-1.1,2,0.4,-0.9,-0.7,-0.5,-0.3,-0.5,-1,-3
CS(=O)(=O)N(CC(O)CON=C1c2ccccc2-c2ccccc21)c1ccc(F)cc1 (stereo not given),13,-2.0,-3,-1.0,-1.4,6.0,-1.6,0.0,-2.3,0,4
C=CCn1c(SCc2cccc3ccccc23)nnc1-c1cccnc1,-4,1.6,1,-0.3,-2.5,0.4,-1.9,-0.6,-2.5,-8,-1
CC(C)[C@H](NC(=O)[C@H](Cc1ccccc1)NC(=O)OC(C)(C)C)C(=O)N1CCC2CCN(S(=O)(=O)c3ccccc3)CC21 (stereo not given in full),-2,-1.5,-4,-0.4,1.4,.,-1.1,.,.,2,-1
N#C/C=C/N1CCC(Cc2ccccc2)CC1,4,1.9,-3,0.3,-1.4,0.9,-1.1,2.1,-1.0,-1,-1
CCOC(=O)c1oc2c(CN3CCN(C)CC3)c(O)c(CC)cc2c(=O)c1-c1nc2ccccc2s1,-8,1.9,0,0.5,-1.7,1.2,-1.4,2.7,-1.2,-1,-6
Clc1ccc(CN2CCN(c3ncccn3)CC2)cc1,2,-3.4,0,0.7,-1.7,0.3,-1.4,1.6,-2.0,-2,3
O=C1C2CCCN2C(=O)N1CCCN1CCN(c2ccc([N+](=O)[O-])cc2)CC1 (stereo not given),1,-2.0,0,-0.7,-2.4,-1.0,-1.7,-1.2,-0.5,-2,2
COc1cccc(C(=O)NC2CC3CCCC(C2)N3CC(=O)Nc2ccccc2)c1 (stereo not given),3,-0.6,-2,-0.5,-1.6,0.9,-0.1,-1.1,-4.5,1,1
COc1cc(NC(=O)c2ccccc2)c(OC)cc1NC(=O)Cc1ccc(C)cc1,-4,-0.9,2,-0.1,-2.0,-0.5,-1.2,-1.1,-0.9,0,-4
Cc1nc2ccc(NC(=O)c3ccco3)cc2nc1C,-25,-0.4,0,0.0,-1.8,0.3,-1.8,0.4,0.4,3,-6
COc1ccc(C(=O)COC(=O)c2ccccn2)c(OC)c1,-1,2.4,4,0.2,0.8,5.1,-1.4,-0.8,-2.0,-1,-2
N#CC1=C(N)Oc2c(O)cc3ccccc3c2C1c1ccsc1 (stereo not given),12,0.4,-2,0.5,-0.4,-0.1,6.0*,-1.9,-1.1,-7,8
COc1ccc2c(c1)NC(C)(C)C=C2C,-2,-3.1,0,-0.1,-1.0,1.2,-1.2,0.6,-3.4,-2,-3
CCCN=C(N)/C(C(=O)OCC)=C(\O)c1ccc(OC)cc1,-6,-0.8,1,-0.6,0.2,0.3,-1.6,-0.4,1.6,-4,-3
CC(C)CNC(=S)N1CCN(c2nc3ccccc3s2)CC1,4,-0.6,-6,-1.3,-3.9,0.9,-1.6,-0.3,-3.2,-2,3
# New compounds follow
SMILES,ADAM10 inh,hgDAF-12 ag,SMARCA2 act,DAX1 inh-1,hcDAF12 agonist,GAA850 FXN act,ssDAF-12 act,DAX1 inh-2,PG9 binder,GC-A act,ADAM17 inh
O=C(C[C@H]1C[C@H](C(=O)N2CCCCC2)[C@@]2(CCc3ccccc3)c3[nH]c4ccc(Cl)cc4c3CCN2C1=O)NCc1cccc(C(F)(F)F)c1,2,1.9,4,0.2,0.0,-2.4,-0.6,-0.1,-0.3,6,-4
COc1ccc(OC)c(NC(=O)CSc2nnc(CNC(=O)c3cccs3)o2)c1,12,-0.2,5,0.0,1.8,-1.5,-0.6,0.1,-1.4,-2,0
O=C(Nc1ccc(C(=O)N2CCCCC2)cc1)C1CC1,-14,-3.0,2,-0.7,-0.8,0.3,-1.0,1.6,-0.6,0,0
Cc1ccc(NC(=O)COc2ccc(C(=O)c3ccccc3)cc2)c(O)c1,-1,-1.6,-3,-1.5,4.1,-2.5,-1.2,-0.4,-1.9,1,-1
O=c1c2[nH]c3ccccc3c2ncn1CCN1CCOCC1,1,0.7,-1,-0.2,2.1,-1.8,-1.0,-1.0,-2.1,3,-4
Cc1cc(-c2cc(NC=O)c3ncc(-c4cccc(C(=O)NCCN(C)C)c4)n3c2)cc(C)c1O,-15,-3.2,0,1.1,-1.5,-0.8,-1.5,.,-1.6,-27,-3
COc1ccccc1C(=O)NC(=O)COC(=O)CN1C(=O)NC(C)(C)C1=O,-6,1.6,0,0.5,-1.2,0.1,-1.7,-0.4,1.6,2,-6
CCc1nnc(NC(=O)c2cc([N+](=O)[O-])ccc2N2CCOCC2)s1,-4,0.7,1,2.5,0.4,0.2,-1.2,0.4,0.1,3,-6

# The order is random; about 6.8% have a hit in one of these screens.
